Compound activity: PubChem BioAssay, National Center for Advancing Translational Sciences (NCATS)
Pf growth 48h – P. falciparum growth inhibition at 48 hours (one generation); P. falciparum luciferase growth in erythrocytes, 48 h; Potency, µM (highest dose often 28.7 µM), without a hit: top-dose activity change, negative = inhibition, actives largely listed as inhibitors; hit rate 5.9% among 310,000
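Luciferase-expressing parasites in RBCs, 2% Hct / 0.1% parasitemia final; RPMI 1640 + 0.5% Albumax; 37 C, 5% CO2, one generation; luminescence read-out, lower signal = inhibition.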
HCV inhibitor – inhibitors of hepatitis C virus infection; AID 651820; Huh7.5.1 HCVcc-Cre infection, luciferase reporter, 44 h; Potency, µM (series often up to 41.8 µM), without a hit: at the highest dose activity change, negative = inhibition, most hits filed as inhibitors; hit rate 3.4% among 340,000
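Reporter virus HCVcc-Cre (~0.5 moi) infects cells exposed to compound; seeding density 1,000 cells/well with 4 h settling beforehand. Luminescence, 15 sec read, taken 44 h post-infection following a 15 min RT substrate incubation.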
Pf growth 96h – inhibits malaria parasite growth, 96 h; AID 504834; Potency, µM (highest dose often 28.7 µM), without a hit: at the highest dose activity change, negative = inhibition, hits mostly inhibitors; P. falciparum luciferase reporter growth, 96 h; hit rate 6.9% among 320,000
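Erythrocytes infected with luciferase-expressing P. falciparum were dispensed at 2% hematocrit and 0.05% parasitemia (final), then incubated with compounds 96 hours at 37 C in 5% CO2. Luminescence after detection reagent addition reported growth.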
LmPK inh – LmPK (Leishmania mexicana) enzyme inhibition. hit rate 0.37% among 290,000. Q27686. Potency, µM (series often up to 57.5 µM), for inactives: top-dose activity change, negative = inhibition, actives largely listed as inhibitors. purified LmPK, Kinase-Glo ATP luminescence, 1 h
Target sequence (Q27686 whole entry, looked up): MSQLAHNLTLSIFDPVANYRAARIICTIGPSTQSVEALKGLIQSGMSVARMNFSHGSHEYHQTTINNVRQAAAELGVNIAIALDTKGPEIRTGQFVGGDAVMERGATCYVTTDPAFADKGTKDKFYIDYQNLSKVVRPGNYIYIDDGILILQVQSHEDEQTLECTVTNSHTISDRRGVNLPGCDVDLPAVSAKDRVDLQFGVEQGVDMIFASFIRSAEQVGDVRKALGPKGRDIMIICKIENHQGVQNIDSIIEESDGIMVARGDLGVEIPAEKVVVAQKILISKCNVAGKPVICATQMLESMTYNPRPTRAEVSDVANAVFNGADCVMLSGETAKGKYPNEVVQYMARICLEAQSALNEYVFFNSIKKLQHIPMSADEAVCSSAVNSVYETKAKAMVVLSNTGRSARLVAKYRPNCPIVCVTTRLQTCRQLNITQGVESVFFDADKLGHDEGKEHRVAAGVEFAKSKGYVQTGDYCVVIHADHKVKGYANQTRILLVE
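Purified LmPK (0.1 nM) with 0.5 mM PEP and 0.1 mM ADP in imidazole buffer pH 7.2 with MgCl2/KCl, 1 h at room temperature. ATP formed was read by luciferase luminescence and normalized to no-enzyme and uninhibited controls.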
Sm TGR inh – inhibitors of Schistosoma mansoni thioredoxin glutathione reductase; Q962Y6; AID 485364; purified TGR, DTNB reduction, TNB absorbance 405 nm; hit rate 3% among 360,000; Potency, µM (doses to about 114 µM), for the others: at the top dose activity change, negative = inhibition, hits mostly inhibitors; also: nearly all actives have a fitted effect of over 60% in size
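TGR 20 nM + NADPH 100 uM (dispensed conc.), cpd preinc 15 min RT; start with NADPH (500 uM addition) then DTNB (15 mM addition). Kinetic TNB absorbance, 405 nm filter. Four-parameter Hill fit across titration.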
TbPYK inhibitor – inhibitors of Trypanosoma brucei pyruvate kinase; hit rate 0.12% among 410,000; Potency, µM (highest dose often 76.8 µM), for the others: top-dose activity, negative = inhibition, hits mostly inhibitors; Q57TT1; TbPYK enzyme, Kinase-Glo Plus ATP luminescence, 45 min; also: nearly all actives have a fitted effect of over 50% in size
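Glycolytic pyruvate kinase of T. brucei was incubated with substrate, test compound and 130 uM ADP for 45 minutes at room temperature. Luminescent Kinase-Glo Plus signal was measured after 10 minutes.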
* = called active by the depositor; [ ] = dose if it differs, or a comment. Calls follow the shape of the dose curve; as a rule, active = well fitted curve in the direction sought with a large enough effect; inconclusive = small, poorly fitted or top-dose-only effect, or another doubt; inactive = no such curve, though single readings can be large; an effect the other way counts as inactive or inconclusive. % is scaled to controls: 0 for no effect and ±100 for the full control effect; potency is read from the fitted curve at half-maximal effect.

`COc1ccccc1-c1nnc(SCC(=O)Nc2ccc3[nH]c(=O)[nH]c3c2)n1N` gave Pf growth 48h 56%[activator], HCV inhibitor -8%, Pf growth 96h 36%[activator], Sm TGR inh -5% and TbPYK inhibitor 0%.
For O=[N+]([O-])c1cc(/C=N/Nc2nc(N3CCCCC3)nc(N3CCCCC3)n2)ccc1O the results were Pf growth 48h 10%, HCV inhibitor 3%, Pf growth 96h inconclusive, LmPK inh -3%, Sm TGR inh 1% and TbPYK inhibitor 0%.
CCN1CCCC1CNC(=O)CCNC(=O)c1cc(OC)c(OC)c(OC)c1 (configuration not stated) was read as Pf growth 48h -21%, HCV inhibitor -18%, Pf growth 96h 2.6µM*, LmPK inh 1%, Sm TGR inh 6% and TbPYK inhibitor 0%.
For Nn1c(Nc2ccccc2)nc2sc3c(c2c1=O)CCC3 the results were Pf growth 48h 52%[activator], HCV inhibitor 13µM*, Pf growth 96h 31%[activator], LmPK inh 2%, Sm TGR inh -3% and TbPYK inhibitor -9%.
`O=C(Nc1cccc(NC(=O)c2nccc3ccccc23)c1)c1ccco1` gave Pf growth 48h 153%[activator], HCV inhibitor -22%, Pf growth 96h inconclusive, LmPK inh -2%, Sm TGR inh 4% and TbPYK inhibitor 3%.
For CC1(C)CC(N2CN(C3CCCCC3)CC2=O)CC(C)(C)N1 the results were Pf growth 48h 24%, HCV inhibitor 0%, Pf growth 96h 37%[activator], LmPK inh -2%, Sm TGR inh 0% and TbPYK inhibitor 0%.
CN(C)c1nnnn1-c1ccc(Oc2ccccc2)cc1 was read as Pf growth 48h inconclusive, HCV inhibitor inconclusive, Pf growth 96h 16%, LmPK inh 5%, Sm TGR inh 23% and TbPYK inhibitor -1%.
For Cc1cc(=O)n(CCCO)c(O)c1C#N the results were Pf growth 48h 85%[activator], HCV inhibitor 7%, Pf growth 96h 124%[activator], LmPK inh -2%, Sm TGR inh -26% and TbPYK inhibitor -14%.
For CN(CC(=O)NC(=O)NC(C)(C)C)CC(=O)Nc1ccccc1Cl the results were Pf growth 48h inconclusive, HCV inhibitor 25%, Pf growth 96h inconclusive, LmPK inh 0%, Sm TGR inh 6% and TbPYK inhibitor 2%.
Screening COc1ccc2cc(OCC(=O)NNC(=O)Nc3ccc(OC)c(OC)c3)ccc2c1 returned Pf growth 48h 14%, HCV inhibitor 8%, Pf growth 96h 20%, LmPK inh -11%, Sm TGR inh 0% and TbPYK inhibitor -24%.
CN1C(=O)C(CC(=O)NCCc2ccccc2)N(NC(=O)c2ccc(Cl)cc2)C1=S (configuration not stated) was read as Pf growth 48h inconclusive, HCV inhibitor -8%, Pf growth 96h -15%, LmPK inh 0%, Sm TGR inh 13% and TbPYK inhibitor -3%.
For COc1cc(C(=O)NCC(c2cccs2)N2CCOCC2)c([N+](=O)[O-])cc1OC (configuration not stated) the results were Pf growth 48h 2%, HCV inhibitor -7%, Pf growth 96h 1%, Sm TGR inh -6% and TbPYK inhibitor 3%.
For CC(C)(C)c1cc2cccnc2n1Cc1cccc(Cl)c1 the results were Pf growth 48h inconclusive, HCV inhibitor -18%, Pf growth 96h inconclusive, LmPK inh 11%, Sm TGR inh 4% and TbPYK inhibitor 3%.
Screening Cc1nc(C)c(C(=O)Nc2ccccc2-c2ccccc2)o1 returned Pf growth 48h 11%, HCV inhibitor -11%, Pf growth 96h 0%, LmPK inh 0%, Sm TGR inh -9% and TbPYK inhibitor -14%.
Screening Cc1ccc(-c2cc(C(=O)Nc3cnn(C45CC6CC(CC(C6)C4)C5)c3)no2)cc1 returned Pf growth 48h inconclusive, HCV inhibitor -26%, Pf growth 96h -7%, LmPK inh 1%, Sm TGR inh -10% and TbPYK inhibitor 4%.
COc1ccc(/C=C/C(=O)N2CCCC2)cc1OC was read as Pf growth 48h -2%, HCV inhibitor 3%, Pf growth 96h 0%, LmPK inh 5%, Sm TGR inh 3% and TbPYK inhibitor -6%.
Screening CCCc1cc(=O)oc2cc(OCC(=O)NCCc3ccc(S(N)(=O)=O)cc3)ccc12 returned Pf growth 48h 3%, HCV inhibitor 0%, Pf growth 96h inconclusive, LmPK inh -8%, Sm TGR inh 17% and TbPYK inhibitor 0%.
CCOC(=O)c1c(NC(=O)CN2CCCc3ccccc32)sc(C)c1CC was read as Pf growth 48h inconclusive, HCV inhibitor inconclusive, Pf growth 96h inconclusive, LmPK inh -1%, Sm TGR inh 7% and TbPYK inhibitor -16%.
`Cc1ccc(NC(Cc2cc(C)no2)c2ccccc2)cc1` (configuration not stated) gave Pf growth 48h -16%, HCV inhibitor 3%, Pf growth 96h inconclusive, LmPK inh 2%, Sm TGR inh -1% and TbPYK inhibitor 9%.
Cc1sc(NC(=S)NC(=O)c2ccc(C(C)(C)C)cc2)c(C#N)c1C was read as Pf growth 48h 7%, HCV inhibitor inconclusive, LmPK inh 1%, Sm TGR inh 0% and TbPYK inhibitor -13%.

Fetched one by one from above, 3 records:
`Cc1ccc(NC(Cc2cc(C)no2)c2ccccc2)cc1` (configuration not stated) gave Pf growth 48h -16%, HCV inhibitor 3%, Pf growth 96h inconclusive, LmPK inh 2%, Sm TGR inh -1% and TbPYK inhibitor 9%.
CCOC(=O)c1c(NC(=O)CN2CCCc3ccccc32)sc(C)c1CC was read as Pf growth 48h inconclusive, HCV inhibitor inconclusive, Pf growth 96h inconclusive, LmPK inh -1%, Sm TGR inh 7% and TbPYK inhibitor -16%.
For COc1cc(C(=O)NCC(c2cccs2)N2CCOCC2)c([N+](=O)[O-])cc1OC (configuration not stated) the results were Pf growth 48h 2%, HCV inhibitor -7%, Pf growth 96h 1%, Sm TGR inh -6% and TbPYK inhibitor 3%.

(further entries)
`CC1(C)Cc2c(C#N)c(N)n(-c3ccccc3)c(=O)c2CO1` gave Pf growth 48h 10%, HCV inhibitor 10%, Pf growth 96h 2%, LmPK inh -4%, Sm TGR inh 4% and TbPYK inhibitor -3%.
`COc1c(Cl)cc(Cl)cc1CNCCNCCO` gave Pf growth 48h -10%, HCV inhibitor -26%, Pf growth 96h inconclusive, LmPK inh -2%, Sm TGR inh 9% and TbPYK inhibitor -5%.
For C[C@H]1CN=C(Nc2ccccc2)N1CCc1ccc(F)cc1 the results were Pf growth 48h inconclusive, HCV inhibitor inconclusive, Pf growth 96h 47%[activator], Sm TGR inh 0% and TbPYK inhibitor -6%.
`COc1ccc(NC(=O)C2CCC(C)(C(=O)O)C2(C)C)cc1` (configuration not stated) gave Pf growth 48h 11%, HCV inhibitor 2%, LmPK inh -12%, Sm TGR inh inconclusive and TbPYK inhibitor -1%.
CC(C)(O)[C@H]1Cc2cc3ccc(=O)oc3cc2O1 was read as Pf growth 48h 115%[activator], HCV inhibitor 13%, Pf growth 96h 206%[activator], LmPK inh 0%, Sm TGR inh 1% and TbPYK inhibitor -12%.
`CC(C)N(CCNS(=O)(=O)c1ccc(Cl)cc1)C(C)C` gave HCV inhibitor 3%, Pf growth 96h 22%, LmPK inh 0% and Sm TGR inh 0%.
For CN(C)S(=O)(=O)c1ccc(C(=O)N2CCN=C2SCc2ccccc2)cc1 the results were Pf growth 48h 0%, HCV inhibitor -12%, Pf growth 96h 18%, LmPK inh -1%[11.5 µM], Sm TGR inh 2% and TbPYK inhibitor 0%.
For CC(C)[C@H](NC(=O)c1c(F)cccc1F)C(=O)Nc1cccc(Br)c1 the results were Pf growth 48h -9%, HCV inhibitor -10%, Pf growth 96h -10%, LmPK inh 1%, Sm TGR inh inconclusive and TbPYK inhibitor -6%.
Screening COC(=O)C1=C(C)N(CCc2ccc(OC)c(OC)c2)C(=O)C1 returned HCV inhibitor -2%, LmPK inh -3%, Sm TGR inh 0% and TbPYK inhibitor -11%.
For COc1ccc(C(=O)NC(C)c2nc3ccccc3n2C)cc1OC (configuration not stated) the results were Pf growth 48h -1%, HCV inhibitor -4%, Pf growth 96h -7%, LmPK inh -1%, Sm TGR inh 1% and TbPYK inhibitor 5%.
`O=C(Nc1ccncc1)c1ccc2ccccc2c1` gave Pf growth 48h 27%, HCV inhibitor inconclusive, Pf growth 96h inconclusive, LmPK inh -7%, Sm TGR inh 11% and TbPYK inhibitor -5%.
`COc1cc(/C=C/C(=O)O)ccc1OS(=O)(=O)c1cc(Br)ccc1C` gave Pf growth 48h inconclusive, HCV inhibitor 19%, Pf growth 96h inconclusive, Sm TGR inh -15% and TbPYK inhibitor -9%.
`Cc1ccc(C(=O)NCCCN2CCOCC2)o1` gave Pf growth 48h 12%, HCV inhibitor 4%, Pf growth 96h 5%, LmPK inh 0% and Sm TGR inh 0%.
Screening CCCNS(=O)(=O)c1ccc(Oc2ncc(C(F)(F)F)cc2Cl)cc1 returned Pf growth 48h 12%, HCV inhibitor inconclusive, Pf growth 96h 76%[activator], LmPK inh -5%, Sm TGR inh 5% and TbPYK inhibitor 6%.
O=C(NCc1ccccc1Cl)c1ccc[nH]1 was read as Pf growth 48h -2%, HCV inhibitor 11%, Pf growth 96h 12%, LmPK inh 3% and TbPYK inhibitor -5%.
`CCOC(=O)c1c(C)nn(-c2ncccc2NC(=O)NC(C)C)c1C` gave Pf growth 48h inconclusive, HCV inhibitor 11%, Pf growth 96h 8%, LmPK inh -3%, Sm TGR inh -6% and TbPYK inhibitor -2%.
For O=C(C(Cl)Cl)N1CCN(Cc2ccccc2)CC1 the results were Pf growth 48h 3%, HCV inhibitor -19%, Pf growth 96h 0%, LmPK inh -2%, Sm TGR inh 0% and TbPYK inhibitor -1%.
For Cc1ccc2nc(-c3ccccc3)cc(C(=O)NCCCn3ccnc3)c2c1 the results were Pf growth 48h 13µM*, HCV inhibitor 1%, Pf growth 96h inconclusive, LmPK inh 5%, Sm TGR inh 0% and TbPYK inhibitor -5%.
`NS(=O)(=O)c1ccc(NC(=S)N2CCN(c3ccc(Cl)c(Cl)c3)CC2)cc1` gave Pf growth 48h inconclusive, HCV inhibitor -7%, Pf growth 96h 37%[activator], LmPK inh -5%, Sm TGR inh -9% and TbPYK inhibitor 2%.
Cc1ccc(NS(=O)(=O)c2cccc(C(=O)O)c2)cc1S(=O)(=O)N1CCOCC1 was read as Pf growth 48h 15%, HCV inhibitor 8%, Pf growth 96h 10%, LmPK inh 2%, Sm TGR inh 5% and TbPYK inhibitor -3%.
CCOC(=O)C(CCCCCOc1ccccc1[N+](=O)[O-])C(=O)OCC was read as Pf growth 48h 22%, HCV inhibitor 2%, Pf growth 96h inconclusive, LmPK inh -9%, Sm TGR inh -1% and TbPYK inhibitor -3%.
`O=C(CCn1c(=O)oc2ccccc21)NCCN1CCc2ccccc2C1` gave Pf growth 48h -29%, HCV inhibitor -8%, Pf growth 96h inconclusive, LmPK inh 1%, Sm TGR inh -2% and TbPYK inhibitor -2%.
`Cc1cc(C(=O)OCc2nnc(-c3ccccc3)o2)c(C)n1-c1ccccc1` gave Pf growth 48h 11%, HCV inhibitor 14µM*, Pf growth 96h 3%, LmPK inh 4%, Sm TGR inh -8% and TbPYK inhibitor -13%.
COc1cccc(CC(=O)Nc2ccc(-c3csc(C)n3)cc2)c1 was read as Pf growth 48h inconclusive, HCV inhibitor -23%, Pf growth 96h -16%, LmPK inh 9%, Sm TGR inh -20% and TbPYK inhibitor 1%.

At a glance, 2 of the compounds above:
Cc1ccc(NS(=O)(=O)c2cccc(C(=O)O)c2)cc1S(=O)(=O)N1CCOCC1 was read as Pf growth 48h 15%, HCV inhibitor 8%, Pf growth 96h 10%, LmPK inh 2%, Sm TGR inh 5% and TbPYK inhibitor -3%.
CCOC(=O)C(CCCCCOc1ccccc1[N+](=O)[O-])C(=O)OCC was read as Pf growth 48h 22%, HCV inhibitor 2%, Pf growth 96h inconclusive, LmPK inh -9%, Sm TGR inh -1% and TbPYK inhibitor -3%.
